Bioassay records: PubChem BioAssay, National Center for Advancing Translational Sciences (NCATS)
SW480 rerep = A quantitative high throughput screen for small molecules that induce DNA re-replication in SW480 colon adenocarcinoma cells; SW480 DNA re-replication, Hoechst DNA content imaging, 48 h; Potency, µM (top dose mostly 46.1 µM), for the others: top-dose re-replication activation, usual class: activators; 1.8% of 340,000 active; AID 624297, 2012; note: potency is the fitted concentration of half-maximal effect; % of control where 0% means no effect; nearly all actives have a fitted effect of over 55% in size
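Image-based read-out: total Hoechst fluorescence of nuclei (405 nm excitation, 500-530 nm emission), with hits raising the fraction of high-intensity nuclei. SW480 colon cells incubated 48 hr with compounds at 37 C.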
HT1080-NT tox = qHTS for induction of synthetic lethality in tumor cells producing 2HG: qHTS for the HT-1080-NT fibrosarcoma cell line; HT-1080-NT fibrosarcoma viability, CellTiter-Glo ATP luminescence, 48 h; AID 686970, 2013; 1.6% of 360,000 active; Potency, µM (series often up to 46.1 µM), for inactives: top-dose activity, negative = less viability, most hits filed as cytotoxic;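 note: NT is the 2HG producing partner of a matched IDH1 knockdown line; potency is the fitted concentration of half-maximal effect; 0% = DMSO-treated cells and -100% = media-only wells without cells; nearly all actives have a fitted effect of over 55% in size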
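A 48-hour cytotoxicity screen used HT-1080-NT cells plated 2 hours before compound delivery. ATP-based CellTiter-Glo luminescence measured viability, normalized to DMSO and no-cell controls.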
ATXN viability = Viability Counterscreen for Primary qHTS for Inhibitors of ATXN expression; S2 cells (HEK-293 line with an ATXN2-luciferase reporter) viability, CellTiter-Fluor protease fluorescence, 24 h; Potency, µM (highest dose often 56.7 µM), actives largely listed as cytotoxic; 0.49% of 400,000 active; note: potency is the fitted concentration of half-maximal effect; nearly all actives have a fitted effect of over 40% in size
HT1080 IDH1KD tx = qHTS for induction of synthetic lethality in tumor cells producing 2HG: qHTS for the HT-1080-IDH1KD cell line; HT-1080 IDH1 knockdown viability, ATP luminescence, 48 h; Potency, µM (titrated, usually from 46.1 µM), inactives show at the top dose activity, negative = toxicity, actives largely listed as cytotoxic; 2% of 360,000 active;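 note: potency is the fitted concentration of half-maximal effect; 0% = DMSO wells and -100% = cell-free medium wells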
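Viability of IDH1-knockdown HT-1080 fibrosarcoma cells was assessed by CellTiter-Glo after 48 h at 37 °C with titrated compound; concentration-effect curves were classified by fit quality and response size.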
KB-3-1 tox = qHTS assay for MDR1-selective chemotherapeutics: Primary screen using the parental adenocarcinoma cell KB-3-1 | KB-3-1 viability, CellTiter-Glo ATP luminescence, 72 h | Potency, µM (doses to about 46.1 µM), inactives show at the top dose activity change, negative = cytotoxic, hits mostly cytotoxic | 1.4% of 400,000 active | AID 1347075, 2019; note: potency is the fitted concentration of half-maximal effect; % is set by controls: 0 for no effect and ±100 for the full control effect; nearly all actives have a fitted effect of over 60% in size
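72 h, 37 °C compound treatment of KB-3-1 parental cells; CellTiter-Glo added, 10 min, luminescence read. Data corrected against DMSO-only plates and normalized before curve fitting.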
ATXN2 expr inh = Primary qHTS for Inhibitors of ATXN expression | AID 1745845, 2022 | HEK-293 ATXN2-luciferase reporter, luminescence, 24 h | Potency, µM (titrated, usually from 57 µM), for the others: top-dose activity change, negative = inhibition, most hits filed as inhibitors | 0.72% of 360,000 active; note: potency is the fitted concentration of half-maximal effect; % is set by controls: 0 for no effect and ±100 for the full control effect; nearly all actives have a fitted effect of over 55% in size
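ATXN2-luciferase reporter cells (luciferase flanked by upstream and downstream ATXN2 gene portions) were treated 24 h at 37 °C with compounds at up to 57 uM. SteadyGlo luminescence gave expression; GF-AFC fluorescence gave viability.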
KB-V1 cytotox = qHTS assay for MDR1-selective chemotherapeutics: Primary screen using the drug-selected MDR subline cells KB-V1; KB-V1 MDR cells viability, CellTiter-Glo, 72 h; Potency, µM (highest dose often 46.1 µM), without a hit: at the top dose activity change, negative = cytotoxicity, hits mostly cytotoxic; 3.4% of 400,000 active; AID 1347076, 2019; note: potency is the fitted concentration of half-maximal effect; % is set by controls: 0 for no effect and ±100 for the full control effect; nearly all actives have a fitted effect of over 60% in size
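qHTS viability screen in drug-selected KB-V1 MDR cells: 72 h compound treatment at 37 degrees C, ATP luminescence end point.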
MCF10A rereplic = A quantitative high throughput screen for small molecules that induce DNA re-replication in MCF 10a normal breast cells | 2.9% of 350,000 active | Potency, µM (titrated, usually from 46.1 µM), for the others: top-dose activity, positive = re-replication, actives largely listed as activators | MCF 10A DNA re-replication, Hoechst nuclear intensity, 48 h; note: potency is the fitted concentration of half-maximal effect; % of control where 0% means no effect; nearly all actives have a fitted effect of over 50% in size
IL1B secr inh = qHTS for Inhibitors of Inflammasome Signaling: IL-1-beta AlphaLISA Primary Screen; THP-1 LPS/ATP IL-1B secretion, AlphaLISA, 16 h; active compounds read low; 4.7% of 360,000 active; activity change, % at 57.5 µM; in the data active = activity change below about -50%; inconclusive = mostly about -30% to -49%; note: % is set by controls: 0 for no effect and ±100 for the full control effect
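Secreted IL-1B measured by AlphaLISA bead assay after 16 h compound exposure of THP-1 cells; compounds (final up to 57.5 uM) added 1 h before LPS (250 ng/mL) and ATP (1.25 mM) stimulation; lower signal means less secretion.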
* hit, by the source's call; i = inactive; ? = inconclusive; nt = not tested or not shown; [ ] = remark or other dose. Unless noted, calls come from the whole dose curve; as a rule, active = well fitted curve in the direction sought with a large enough effect; inconclusive = small, poorly fitted or top-dose-only effect, or another doubt; inactive = no such curve, though single readings can be large; an effect the other way counts as inactive or inconclusive.

compound	SW480 rerep	HT1080-NT tox	ATXN viability	HT1080 IDH1KD tx	KB-3-1 tox	ATXN2 expr inh	KB-V1 cytotox	MCF10A rereplic	IL1B secr inh
CC(C)CCC1CC(CSC(=N)N)OC1=O (configuration not stated)	4%	1%	i	-10%	-11%	7%	4%	?	-25
CC(c1ccco1)N(C(=O)COc1ccc(Cl)cc1)c1ccccn1 (configuration not stated)	14%[9.22 µM]	8%	i	2%	-5%	46%[activator]	-10%	17%	-9
CCOc1ccc(NC(=O)Nc2cc(-c3ccccc3)sc2C(=O)OC)cc1	10%	-22%	i	-28%	-1%	-17%	?	5%	-18
CCOc1ccc(Br)cc1CNCc1cccnc1	?	-4%	i	-12%	-9%	-8%	-14%	11%	-13
Cc1ccc2c(c1C)NC(C(=O)O)C1CC=CC21 (configuration not stated)	-19%	8%	i	-3%	1%	-9%	-4%	-15%	2
COc1ccc(C(C)=O)cc1CSc1nc2nc(C)cc(C)n2n1	-5%	-11%	i	-14%	-8%	-3%	-26%	1%	41
CCc1cc(C(=O)OCC(=O)NCCc2ccccc2)sc1C	nt	3%	i	-3%	-4%	nt	25%	nt	-1
CCOC(=O)C1CCCN(C(=O)CC(c2ccccc2)c2ccccc2)C1 (configuration not stated)	15%[9.22 µM]	-6%	i	0%	-3%	0%	?	26%	31
COc1ccc(-c2nc(C#N)c(NCCCN3CCOCC3)o2)cc1	1%	-7%	i	-8%	0%	5%	-1%	-1%	-17
O=C(NCc1ccco1)c1ccc(Cl)c(S(=O)(=O)N2CCCC2)c1	2%	1%	i	8%	-6%	0%	22%	3%	13
CC(C)C(=O)N[C@@H]1c2ccccc2CC[C@@H]1O	17%	-4%	i	-6%	0%	-1%	-8%	29%	-22
CCOc1ccc(C(=O)Nc2cc(S(=O)(=O)Nc3ccccc3Cl)ccc2N2CCOCC2)cc1	13%	4%	?	-2%	25%	7%	6.5µM*	4%	0
CCOc1cc(C(=S)N2CCCCC2)ccc1OCC(=O)NCc1ccccc1	0%	9%	i	7%	4%	0%	-7%	23%	-15
Cc1cc(/C=N/NC(=O)c2ccncc2)c(C)n1-c1ccccc1	-1%	-3%	i	-4%	11%	nt	-8%	2%	0
Cc1ccc(NC(=O)C2CCCN(S(=O)(=O)c3cccnc3)C2)c(C)c1 (configuration not stated)	-8%	1%	i	-1%	5%	3%	-2%	12%	35
COc1ccccc1CNCC(=O)N1CC(=O)Nc2ccccc21	-61%[inhibitor]	-2%	i	2%	0%	nt	0%	18%	18
CCN(C(=O)CSc1nnc(C)c(=O)[nH]1)c1cccc2ccccc12	5%	0%	i	6%	19%	3%	6%	-6%	21
C/C(=N/NC(=O)Cc1cccn1C)c1ccccc1	-5%	1%	i	3%	11%	3%	10%	1%	-17
COc1ccc(S(=O)(=O)NCC(=O)NCCc2ccc(OC)c(OC)c2)cc1	-33%[inhibitor]	5%	i	11%	-1%	-29%	-13%	-4%	-22
CC(SC1=NCCS1)C(=O)Nc1nnc(-c2ccc(Br)cc2)s1 (configuration not stated)	7%	-3%	?	6%	-11%	-8%	-4%	28%	-20
COC(=O)c1ccccc1NC(=O)c1cc2nc(-c3ccc(OC)cc3)cc(C(F)(F)F)n2n1	nt	nt	i	nt	-30%	11%	-8%	nt	nt
Cn1c(C(=O)N2CCN(C(=O)c3ccco3)CC2)cc2c(=O)n(C)c3ccccc3c21	-6%	4%	i	7%	2%	-2%	-1%	0%	-28
CC(=O)Nc1ccc(S(=O)(=O)N2CCC(NC(=O)c3ccccc3)CC2)cc1	-6%	?	?	?	5%	nt	25%	?	7
CN(C)c1nc(Cl)nc(N(C#N)CCOc2ccccc2)n1	?	-3%	i	2%	2%	-1%[11.3 µM]	-7%	?	-86*
O=C(C1CCCC1)N1CCCC(Nc2ccccc2)C1 (configuration not stated)	3%	-1%	i	0%	-1%	-4%	?	0%	5
CCCCN(C(=O)c1cccc(C)c1)c1c(N)n(CCC)c(=O)[nH]c1=O	-7%	-16%	i	0%	14%	-9%	-9%	-1%	-3
CCCCC1=CC2=C(c3ccco3)C(=O)C(C)(OC(=O)c3ccc(OC)cc3)C(=O)C2=CN1CC1CC1 (configuration not stated)	?	-9%	?	-2%	-2%	-19%	-17%	0%	-21
Cc1ccc(CSc2nnc(C)c(=O)[nH]2)cc1	6%	-1%	i	1%	0%	nt	10%	6%	-6
COc1ccc(CCNC(=O)COC(=O)c2ccc([N+](=O)[O-])o2)cc1	-7%	-3%	i	2%	2%	-4%	5%	0%	-13
CCN(CCCn1c(SCC#N)nc2ccccc2c1=O)c1ccccc1	4%	-8%	i	-8%	-15%	-24%	?	8%	-1

The list goes on, starting with the last 2 of the part before.
compound	SW480 rerep	HT1080-NT tox	ATXN viability	HT1080 IDH1KD tx	KB-3-1 tox	ATXN2 expr inh	KB-V1 cytotox	MCF10A rereplic	IL1B secr inh
COc1ccc(CCNC(=O)COC(=O)c2ccc([N+](=O)[O-])o2)cc1	-7%	-3%	i	2%	2%	-4%	5%	0%	-13
CCN(CCCn1c(SCC#N)nc2ccccc2c1=O)c1ccccc1	4%	-8%	i	-8%	-15%	-24%	?	8%	-1
COC(=O)c1ccc(Nc2nc(C)nc3c2nnn3Cc2ccccc2)cc1	1%	13%	i	11%	17%	10%	2%	-6%	22
Nc1ncnc2nc(SCCN3CCCCC3)[nH]c12	3%	6%	i	3%	-1%	5%	-11%	0%	-1
C=C(C)CNC(=S)NNC(=O)c1cc(C)oc1C	0%	22%	i	20%	-5%	9%	-8%	2%	19
Cc1ccc(NC(=O)CN2CCc3ccccc3C2)cc1C	-18%	14%	i	15%	20%	18%	-2%	?	0
CCC(Cc1ccccc1)NS(=O)(=O)c1ccc2c(c1)NC(=O)CO2 (configuration not stated)	1%	-18%	i	4%	-25%	-1%	-19%	0%	-7
Cc1ccc(-c2nnn(CC(=O)N3c4ccccc4CCc4ccccc43)n2)cc1	20%	-10%	i	-6%	-14%	-9%	-30%	-3%	-16
COc1ccc(OCC(=O)Nc2ccccc2C(=O)N2CCOCC2)cc1	0%	12%	i	5%	-1%	-16%	1%	0%	16
COCCCC1CCN(C(=O)C2CCC(=O)N(C3CCCCCC3)C2)CC1 (configuration not stated)	-8%	-17%	i	-7%	-6%	-9%	?	-1%	10
Cc1noc(C(=O)Nc2ccccc2C(F)(F)F)c1Cl	-5%	13%	i	-3%	-3%	15%	-5%	2%	8
CC(C)(Oc1ccc(Cl)cc1)C(=O)NCC(c1cccs1)N1CCOCC1 (configuration not stated)	1%	-11%	i	-11%	2%	-10%	?	?	-7
COC(=O)CNC(=O)Cc1c(C)n(C(=O)c2ccc(Cl)cc2)c2ccc(OC)cc12	0%	-12%	i	-11%	-3%	1%	-10%	3%	23
Clc1cccc(Cl)c1Cn1ccc(C2CC2)n1	-2%	0%	i	7%	2%	55%[activator]	-5%	-8%	29
CC(=O)Nc1ccc(NC(=O)COc2ccc(S(=O)(=O)NC(C)c3ccccc3)cc2)cc1 (configuration not stated)	-12%	-3%	i	-3%	-3%	-27%	0%	0%	18
CN1C(=O)c2ccccc2Sc2ccc(NC(=O)N3CCOCC3)cc21	-2%	-3%	i	-9%	-1%	-2%	-6%	13%	13
Cc1cc(=O)oc2c1c(C)nn2-c1ccc(Cl)cc1	-6%	14%	?	11%	-2%	-33%	?	-3%	51
COc1ccc(NC(=O)COC(=O)c2ccc(OC)c(S(=O)(=O)N3CCCC3)c2)cc1OC	-7%	1%	?	5%	6%	?	19%	-3%	32
CCOC(=O)CSc1nc(-c2cccs2)nc2c1c(=O)n(C)c(=O)n2C	-5%	0%	i	16%	12%	-9%	?	12%	13
COc1ccc(N(CC(=O)N2CCCC2)S(=O)(=O)c2ccc(NC(C)=O)cc2)cc1	2%	23%	i	6%	6%	-8%	1%	0%	13
CCC(Oc1ccccc1F)C(=O)NCCCn1ccnc1 (configuration not stated)	-2%	15%	i	13%	23%	-5%	0%	1%	4
O=C(CN1C(=O)COc2ccc(S(=O)(=O)Nc3ccccc3)cc21)Nc1cccc(Cl)c1	nt	nt	?	nt	4%	-27%	10%	nt	nt
CCS(=O)(=O)N1CCC(C(=O)Oc2ccc(C(=O)OC)cc2)CC1	-6%	8%	i	-4%	-2%	2%	-4%	1%	17
CCOC(=O)c1ccc(NC(=S)N(CCCN2CCN(CC)CC2)Cc2ccco2)cc1	-4%	?	i	-23%	1%	-16%	?	9%	-11
CCOc1ccccc1CN1CCNC(=O)C1CC(=O)NCCC1=CCCCC1 (configuration not stated)	22%	15%	i	22%	-13%	0%	-12%	13%	-17
Cc1ccc(OCCCCN2CCCC(C)C2)c([N+](=O)[O-])c1 (configuration not stated)	7%	-2%	i	4%	0%	-19%	?	13%	-5
Cc1c2ccccc2nc2ccccc12	-5%	3%	nt	-1%	-3%	-29%	-1%	-2%	-23
CC(=O)N1C(=O)N(C(C)=O)C2C1N(C(C)=O)C(=O)N2C(C)=O (configuration not stated)	-20%	-14%	i	0%	5%	2%	5%	-2%	1
